Chronic BCR inh = inhibitors of chronic active B-cell receptor signaling | ABC-DLBCL IkBa-CBG/CBR reporter, luminescence ratio, 4 h | Potency, µM (titrated, usually from 46.1 µM), for the others: at the highest dose ratio change, negative = lower green/red ratio, actives largely listed as inhibitors | 340,000 tested, 0.05% active; active = well fitted inhibition curve with a large enough effect in the signal ratio, with a control signal flat, not every such curve was filed as active; inconclusive = small, poorly fitted or top-dose-only effect, or effect the other way, or a change in a side signal; the % refers to the signal ratio;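 note: potency is the fitted concentration of half-maximal effect; plate controls were basal doxycycline-induced cells for no effect and cells given 10 µM MG132 for full effect; MG132 reads +100%, hits lower the ratio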
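Concentration-response series (up to 46 uM) were applied to TMD8 dual-reporter cells for 4 h at 37C with doxycycline. Green/red ratio, after filter-overlap correction, defined %Activity; red signal alone was normalised to basal cells and zero luminescence.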
Eya2 inh = blocks the phosphatase activity of human Eya2 | O00167 | recombinant Eya2, OMFP fluorescence dephosphorylation (OMFP is methylfluorescein phosphate) | Potency, µM (doses to about 76.9 µM), inactives show at the top dose activity, negative = inhibition, most hits filed as inhibitors | 330,000 tested, 0.006% active | AID 488837; note: potency is the fitted concentration of half-maximal effect
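Eya2 (0.2 uM) preincubated 10 min at ambient with compound, then OMFP substrate added at 50 uM; 10 min reaction in 50 mM HEPES pH 7.5, 50 mM NaCl, 5 uM MgCl2, 0.05% BSA, 1 mM DTT. Fluorescence read at Ex 485/Em 525 nm.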
USP2a block = USP2a (human) protease inhibition | O75604 | USP2 core, Ub-CHOP2 coupled fluorogenic reporter, 485/531 | Potency, µM (highest dose often 38.3 µM), inactives show at the top dose activity change, negative = inhibition, most hits filed as inhibitors | 330,000 tested, 0.01% active | AID 463254;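 note: potency is the fitted concentration of half-maximal effect; plate controls were DMSO wells for no effect and full inhibition by NEM control for full effect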
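USP2 core (10nM final) preincubated 30min RT with compound in 20mM Tris-HCl pH 8.0, 2mM CaCl2, 2mM beta-mercaptoethanol, 0.05% CHAPS; 25nM Ub-CHOP2 plus 25nM reporter substrate added, fluorescence (Ex485/Em531) read after 60min.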
GALK inh = blocks human galactokinase activity. Purified GALK, Kinase-Glo residual ATP luminescence. Potency, µM (doses to about 57.5 µM), inactives show top-dose activity change, negative = inhibition, actives largely listed as inhibitors. 270,000 tested, 0.007% active. AID 1868; note: potency is the fitted concentration of half-maximal effect
Target sequence (P51570 whole entry, looked up): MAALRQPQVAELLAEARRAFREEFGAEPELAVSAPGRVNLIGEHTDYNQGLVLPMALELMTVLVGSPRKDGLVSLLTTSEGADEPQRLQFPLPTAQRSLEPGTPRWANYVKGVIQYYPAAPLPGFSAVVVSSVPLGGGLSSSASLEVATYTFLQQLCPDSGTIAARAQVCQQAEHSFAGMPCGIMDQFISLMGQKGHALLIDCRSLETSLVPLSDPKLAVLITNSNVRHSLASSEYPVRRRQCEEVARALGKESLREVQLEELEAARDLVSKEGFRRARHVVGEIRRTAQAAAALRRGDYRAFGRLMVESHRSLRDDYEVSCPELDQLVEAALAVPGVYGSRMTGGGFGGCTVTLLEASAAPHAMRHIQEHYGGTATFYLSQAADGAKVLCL
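5 nM enzyme, 35 uM ATP, 100 uM galactose, 20 mM HEPES pH8.0, 5 mM MgCl2; 1 h RT; residual ATP by Kinase-Glo Plus luminescence, qHTS format.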
Coupling enz = inhibits coupling enzyme system, counter-screen for aldolase hits | AID 2472 | activity change, negative = inhibition, % at 58.2 µM, hits read low | coupling enzyme system counterscreen, AmpLite Red fluorescence | 290,000 tested, 0.67% active; in the data active = activity change below about -30%
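Activity here indicates interference with the coupling reaction, not aldolase inhibition. Compounds at 57.5 uM final met coupling enzymes for 10 min at RT; substrate and AmpLite Red detection followed, with a 525/598 nm fluorescence read after 20 min.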
PKM2 act = increases activity of human pyruvate kinase M2. 260,000 tested, 0.34% active. Potency, µM (titrated, usually from 57.5 µM), without a hit: at the top dose activation, usual class: activators. P14618. purified PKM2, Kinase-Glo ATP luminescence, activation; response scale: 0% is enzyme alone, no compound; note: potency is the fitted concentration of half-maximal effect; nearly all actives have a fitted effect of over 55% in size
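ATP formation by purified human PK-M2, quantified via coupled luciferase luminescence after 1 h at room temperature with 0.1 mM ADP and 0.5 mM PEP final.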
B2AR arrestin = beta2AR (human) beta-arrestin recruitment activity. Potency, µM (highest dose often 46.1 µM), for inactives: at the top dose activation, most hits filed as activators. beta-arrestin recruitment to beta2AR, cell-based reporter. 330,000 tested, 0.02% active. P07550;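 note: potency is the fitted concentration of half-maximal effect; 0% = DMSO controls and full agonism = EC100 isoproterenol or metaproterenol; nearly all actives have a fitted effect of over 65% in size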
Target sequence (P07550 whole entry, looked up): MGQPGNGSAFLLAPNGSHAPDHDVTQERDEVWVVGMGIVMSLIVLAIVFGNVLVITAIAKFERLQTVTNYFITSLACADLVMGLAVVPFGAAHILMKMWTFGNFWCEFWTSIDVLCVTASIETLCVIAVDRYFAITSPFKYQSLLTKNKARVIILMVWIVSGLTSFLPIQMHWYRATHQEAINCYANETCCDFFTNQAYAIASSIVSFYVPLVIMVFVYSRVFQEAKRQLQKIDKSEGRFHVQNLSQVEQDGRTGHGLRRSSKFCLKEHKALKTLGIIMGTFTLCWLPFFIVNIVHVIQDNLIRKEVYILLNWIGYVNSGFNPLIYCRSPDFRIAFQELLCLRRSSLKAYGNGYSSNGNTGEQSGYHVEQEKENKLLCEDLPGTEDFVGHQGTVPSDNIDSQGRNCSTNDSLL
Giardia kill = kills Giardia lamblia | Giardia lamblia trophozoite viability | AID 540267 | 340,000 tested, 0.15% active | activity change, % at 7.66 µM, hits read low; in the data active = activity change below about -80%; inconclusive = between about -30% and that limit;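 note: parasites exposed to compound for two days anaerobically before the ATP read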
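Compounds were tested on trophozoites seeded at 100 cells/well and held 48 hrs at 37 deg C anaerobically. An ATP-based luminescent kit measured the remaining live cells.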
KCNH2 WT inh = KCNH2 (human, wildtype) channel inhibition; Q12809; U2OS, BacMam KCNH2, thallium flux FluxOr; active compounds read low; activity change, % at 1.84 µM; 340,000 tested, 0.37% active; AID 720551;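 active = maximum activity change below -70%; inconclusive = maximum activity change between -70% and -50%; inactive = maximum activity change above -50%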
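U2OS cells were transduced with wild-type KCNH2 virus (2.03 x 10^8 / mL) for 4 h at room temperature, then cultured overnight at 37 C. Thallium flux was read with FluxOr dye. Rate constants were normalized to DMSO controls.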
uPA surface inh = cell surface uPA generation inhibition | cell surface uPA generation assay, qHTS | Potency, µM (titrated, usually from 38.3 µM), inactives show at the top dose activity change, negative = inhibition, most hits filed as inhibitors | 330,000 tested, 0.31% active; active = well fitted inhibition curve with a large enough effect; inconclusive = small, poorly fitted or top-dose-only effect; inactive = no such curve, though single readings can be large or run the other way; tested in mouse RAW 264.7 cells; note: potency is the fitted concentration of half-maximal effect; nearly all actives have a fitted effect of over 55% in size
KCNH2 3.1 inh = inhibitors of human KCNH2 3.1 potassium channel isoform. 340,000 tested, 0.95% active. activity change, % (tested at about 1.8 µM). U2OS KCNH2 3.1, thallium flux FluxOr; active compounds read low;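 active = maximum activity change below -70%; inconclusive = maximum activity change from -70% to -50%; inactive = maximum activity change above -50%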;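 note: thallium influx rate constant from kinetic fluorescence after stimulation buffer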
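Normalized rate constant (relative to positive and negative DMSO controls) derived from a 2 min kinetic fluorescence read after stimulation; U2OS cells expressing the 3.1 isoform via virus at 1.77 x 10^8 /mL.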
* = called active by the depositor; ? = inconclusive; . = not tested or not shown; [ ] = another dose, or the depositor's remark. Unless noted, calls come from the whole dose curve; as a rule, active = well fitted curve in the direction sought with a large enough effect; inconclusive = small, poorly fitted or top-dose-only effect, or another doubt; inactive = no such curve, though single readings can be large; an effect the other way counts as inactive or inconclusive. Unless noted, % is set by controls: 0 for no effect and ±100 for the full control effect.

item | compound | GALK inh | B2AR arrestin | uPA surface inh | Coupling enz | Giardia kill | PKM2 act
1 | COc1cc(OC)cc(C(=O)NC(=S)Nc2ccc(NC(=O)c3ccco3)cc2)c1 | 1% | 0.4% | -5% | 1 | 16 | -3%
2 | COc1ccc(C(CNC(=O)CN2C(=O)NC3(CC(C)CC(C)(C)C3)C2=O)N2CCOCC2)cc1 (configuration not stated) | -1% | 0.0% | . | 1 | 1 | -5%
3 | c1ccc(CNc2c(-c3cccc(SC4CCCCC4)c3)nc3ccccn23)cc1 | . | -0.3% | ? | . | -27 | .
4 | CCN1CCN(S(=O)(=O)c2ccc(Br)s2)CC1 | 3% | 0.5% | . | 0 | 8 | 3%
5 | CC(=O)Nc1ccc(NC(=O)C(C)OC(=O)C2CCN(S(=O)(=O)c3ccccc3C(F)(F)F)CC2)cc1 (configuration not stated) | . | -0.2% | 3% | . | -6 | .
6 | Cc1ccc(-c2cc(C(F)F)nc(NCC3CCCO3)n2)cc1 (configuration not stated) | -3% | -0.8% | -6% | -1 | 14 | -4%
7 | COc1ccc2nc(-c3ccc(N)cc3)[nH]c2c1 | 1% | -0.1% | -8% | -18 | -10 | -30%
8 | CC1(C(=O)NCCOc2ccccc2Cl)CC1(Cl)Cl (configuration not stated) | -2% | 0.4% | -4% | 1 | 6 | -4%
9 | NNC(=O)CNC(c1ccccc1)c1cc(Br)ccc1NC(=O)c1ccccc1Br (configuration not stated) | -1% | 0.1% | 7% | 0 | 2 | 4%
10 | CCOC(=O)C(NC(=O)NCc1ccc(F)cc1)(OCC)C(F)(F)F (configuration not stated) | 0% | -1.0% | 3% | 6 | 10 | -9%
11 | NC(=O)Cn1nnc(-c2ccc(C(F)(F)F)cc2)n1 | 0% | -0.2% | . | 1 | 8 | 18%
12 | CCOC(=O)C1C(=O)CC(C)(O)C(C(=O)OCC)C1c1ccc(OCC)cc1 (configuration not stated) | 0% | 0.2% | -7% | 3 | -8 | 5%

item | KCNH2 WT inh | USP2a block | Chronic BCR inh | KCNH2 3.1 inh | Eya2 inh
1 | 0 | -1% | ? | ? | 2%
2 | -8 | 1% | 12% | 9 | 6%
3 | -5 | -1% | -1% | -42 | 6%
4 | -6 | 4% | ? | -8 | -26%
5 | 8 | -1% | -5% | -2 | -13%
6 | 1 | -1% | ? | -6 | -30%
7 | 0 | 1% | ? | 4 | -3%
8 | 2 | -3% | -7% | 16 | 3%
9 | 3 | 4% | ? | 1 | 5%
10 | 10 | 1% | 4% | -14 | 11%
11 | -18 | 0% | -1% | 3 | -17%
12 | -3 | 3% | ? | 5 | 0%

Some of the entries above, set out differently.
Order of values – GALK inh | B2AR arrestin | uPA surface inh | Coupling enz | Giardia kill | PKM2 act | KCNH2 WT inh | USP2a block | Chronic BCR inh | KCNH2 3.1 inh | Eya2 inh
2. COc1ccc(C(CNC(=O)CN2C(=O)NC3(CC(C)CC(C)(C)C3)C2=O)N2CCOCC2)cc1 (configuration not stated)
  -1% | 0.0% | . | 1 | 1 | -5% | -8 | 1% | 12% | 9 | 6%
3. c1ccc(CNc2c(-c3cccc(SC4CCCCC4)c3)nc3ccccn23)cc1
  . | -0.3% | ? | . | -27 | . | -5 | -1% | -1% | -42 | 6%
4. CCN1CCN(S(=O)(=O)c2ccc(Br)s2)CC1
  3% | 0.5% | . | 0 | 8 | 3% | -6 | 4% | ? | -8 | -26%
5. CC(=O)Nc1ccc(NC(=O)C(C)OC(=O)C2CCN(S(=O)(=O)c3ccccc3C(F)(F)F)CC2)cc1 (configuration not stated)
  . | -0.2% | 3% | . | -6 | . | 8 | -1% | -5% | -2 | -13%
6. Cc1ccc(-c2cc(C(F)F)nc(NCC3CCCO3)n2)cc1 (configuration not stated)
  -3% | -0.8% | -6% | -1 | 14 | -4% | 1 | -1% | ? | -6 | -30%
7. COc1ccc2nc(-c3ccc(N)cc3)[nH]c2c1
  1% | -0.1% | -8% | -18 | -10 | -30% | 0 | 1% | ? | 4 | -3%
8. CC1(C(=O)NCCOc2ccccc2Cl)CC1(Cl)Cl (configuration not stated)
  -2% | 0.4% | -4% | 1 | 6 | -4% | 2 | -3% | -7% | 16 | 3%
9. NNC(=O)CNC(c1ccccc1)c1cc(Br)ccc1NC(=O)c1ccccc1Br (configuration not stated)
  -1% | 0.1% | 7% | 0 | 2 | 4% | 3 | 4% | ? | 1 | 5%
10. CCOC(=O)C(NC(=O)NCc1ccc(F)cc1)(OCC)C(F)(F)F (configuration not stated)
  0% | -1.0% | 3% | 6 | 10 | -9% | 10 | 1% | 4% | -14 | 11%

Further structures follow:
item | compound | GALK inh | B2AR arrestin | uPA surface inh | Coupling enz | Giardia kill | PKM2 act
13 | O=C(NCCc1ccccc1)N1c2ccccc2Sc2ccccc21 | -3% | 0.1% | 4% | -2 | 27 | 0%
14 | COc1ccc(NC(=O)c2cccnn2)cc1 | 2% | 1.1% | ? | -1 | -2 | .
15 | COc1ccc(Cl)cc1NC(=O)CCNC(=O)OCc1ccccc1 | 1% | 0.0% | 8% | -13 | 32[activator] | -7%
16 | COC(/C=C/Nc1ccc(C)c(C)c1)=C(C#N)C#N | 1% | -0.1% | 3% | 5 | 16 | -1%
17 | O=[N+]([O-])c1ccc(C2=NN(c3ccccc3)C(c3ccco3)C2)cc1 (configuration not stated) | -2% | -0.3% | 11% | -8 | ? | 2%

item | KCNH2 WT inh | USP2a block | Chronic BCR inh | KCNH2 3.1 inh | Eya2 inh
13 | -14 | -1% | 4% | 3 | -2%
14 | 22 | 7% | ? | 12 | -8%
15 | -3 | 3% | -6% | -1 | 1%
16 | 28 | -1% | 0% | -10 | 5%
17 | ? | 14% | ? | ? | 7%

An excerpt of these results, with two lines to a compound:
Values run as follows: GALK inh | B2AR arrestin | uPA surface inh | Coupling enz | Giardia kill | PKM2 act | KCNH2 WT inh | USP2a block | Chronic BCR inh | KCNH2 3.1 inh | Eya2 inh
5) CC(=O)Nc1ccc(NC(=O)C(C)OC(=O)C2CCN(S(=O)(=O)c3ccccc3C(F)(F)F)CC2)cc1 (configuration not stated)
 : . | -0.2% | 3% | . | -6 | . | 8 | -1% | -5% | -2 | -13%
6) Cc1ccc(-c2cc(C(F)F)nc(NCC3CCCO3)n2)cc1 (configuration not stated)
 : -3% | -0.8% | -6% | -1 | 14 | -4% | 1 | -1% | ? | -6 | -30%
